Polio RdRp inh – poliovirus RdRp elongation inhibitors, primary screen, biochemical, fluorescence polarization, total intensity | 150,000 compounds, 0.66% hits | % elongation, % (compound at 16.7 µg/mL) | Genome polyprotein (Poliovirus type 1 (strain Mahoney)), P03300 | poliovirus polymerase elongation; active compounds read low; in the data active means % elongation below about 90%; further: some results filed as inactive read as strong as hits
Target sequence (P03300 1749-2209 limits assumed): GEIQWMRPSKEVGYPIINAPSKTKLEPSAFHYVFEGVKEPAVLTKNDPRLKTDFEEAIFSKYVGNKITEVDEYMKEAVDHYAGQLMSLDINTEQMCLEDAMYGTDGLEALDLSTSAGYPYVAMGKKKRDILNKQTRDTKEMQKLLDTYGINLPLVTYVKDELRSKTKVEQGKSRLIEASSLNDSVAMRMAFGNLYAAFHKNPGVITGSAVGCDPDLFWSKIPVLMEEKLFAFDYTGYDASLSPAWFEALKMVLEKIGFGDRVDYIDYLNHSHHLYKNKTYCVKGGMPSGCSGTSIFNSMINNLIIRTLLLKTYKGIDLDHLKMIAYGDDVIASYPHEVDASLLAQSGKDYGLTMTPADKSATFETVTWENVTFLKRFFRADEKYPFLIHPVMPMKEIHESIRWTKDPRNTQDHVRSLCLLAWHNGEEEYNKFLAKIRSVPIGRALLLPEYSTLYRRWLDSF
Polio RdRp inh FP z-score – recorded beside Polio RdRp inh, whose call it bears; z-score; measured here: FP z-score; hits read low
Starred values were filed as active, the others as inactive; & = joins results of further samples. Only part of the results is shown; the hit share may differ from the screen's.

compound,Polio RdRp inh,Polio RdRp inh FP z-score
N/N=C(\c1ccccc1)c1cc(Br)ccc1N,101.0,0.4
Fc1cccc(Cl)c1-c1nn[nH]n1,103.0,0.3
CC(C)Cn1[nH]c(CC(=O)NN)cc1=O,100.0,-0.5
CCN1CCN(c2ccccc2N)CC1,103.0,0.4
COc1ccc(NCC(=O)N/N=C/C2=CCC3CC2C3(C)C)cc1 (stereo not given),101.0,-0.1
CCC(=O)c1ccc(OCC(=O)NC2(C#N)CCCCC2)cc1,97.0,-0.8
CSc1ccc(NC(=O)C2CCN(c3ncccn3)CC2)cc1,107.0,0.2
COc1ccccc1-c1noc(-c2cccc(Cl)c2)n1,99.0,-1.2
CCCCN(CCCNC(=O)c1cc(Nc2ccc(OC)c(OC)c2)nc2ccccc12)c1ccccc1,111.0,0.6
O=C(O)c1ccccc1NCCO,101.0,-0.4
Nc1nnnn1CC(=O)N/N=C/c1ccc(-c2cccc(Cl)c2)o1,102.0,0.7
O=C(O)Cc1ccc2c(c1)[nH]c1ccccc12,102.0,-0.3
COc1cccc(/C=N/NC(=O)c2cccc(OC)c2)c1,100.0,0.1
O=C(Oc1ccccc1-c1cnc2ccccc2n1)c1ccc(F)cc1,105.0,0.1
Cc1ccc2nc3c(cc(C(=O)NCc4ccco4)c(=N)n3C(C)C)c(=O)n2c1,109.0,1.2
CCOc1ccc(CC(=O)NCc2ccc3c(c2)CCN3C(C)=O)cc1OCC,103.0,-0.9
CCC1CCCCN1C(=O)c1cc(-c2ccc(C)cc2)on1 (stereo not given),103.0,0.2
O=C(NCC1CCCO1)NC(=O)c1ccccc1 (stereo not given),102.0,-0.2
CCc1cccc2c(C=C(C#N)C#N)cn(CC(=O)N3CCCCCC3)c12,99.0,-0.4
Cc1ccc(S(=O)(=O)/N=C(\CN2CCOCC2)N2CCOCC2)cc1,103.0,0.6

Filtered by structure, the entries above containing fluorine (two)
compound,Polio RdRp inh,Polio RdRp inh FP z-score
Fc1cccc(Cl)c1-c1nn[nH]n1,103.0,0.3
O=C(Oc1ccccc1-c1cnc2ccccc2n1)c1ccc(F)cc1,105.0,0.1

Returning to the listing, repeating the 4 entries before the break.
compound,Polio RdRp inh,Polio RdRp inh FP z-score
CCC1CCCCN1C(=O)c1cc(-c2ccc(C)cc2)on1 (stereo not given),103.0,0.2
O=C(NCC1CCCO1)NC(=O)c1ccccc1 (stereo not given),102.0,-0.2
CCc1cccc2c(C=C(C#N)C#N)cn(CC(=O)N3CCCCCC3)c12,99.0,-0.4
Cc1ccc(S(=O)(=O)/N=C(\CN2CCOCC2)N2CCOCC2)cc1,103.0,0.6
Cc1cccc2nc(Cn3c(=O)n(CCC(=O)NCc4ccco4)c(=O)c4sccc43)cc(=O)n12,102.0,0.1
O=C(Nc1ccc(S(=O)(=O)N(Cc2ccccc2)c2ccccc2)cc1)c1ccc(F)cc1,106.0,0
CC(=O)Nc1cccc(C(=O)NC(C)c2ccccc2)c1 (stereo not given),106.0,2
Cc1ccccc1/C=C1\CN(C)C/C(=C\c2ccccc2C)C1=O,107.0,0.4
COc1cccc(CNC(=O)c2sc3ncccc3c2-n2c(C)ccc2C)c1OC,107.0,0.1
OCC1CCCN(c2ncnc3sc(-c4ccccc4)cc23)C1 (stereo not given),107.0,0.6
COc1cccc(C2CC(=O)Nc3c2c(=O)nc2c(C)cccn32)c1OC (stereo not given),108.0,0.9
Cc1c(C)n(C(=O)CN2CCN(c3ccc(F)cc3)CC2)c2ccccc12,100.0,-0.4
CC(C)NC(=O)C(C)n1cccc1C(=O)c1ccccc1 (stereo not given),102.0,-0.5
CC(=O)Nc1ccc2nc(SCc3c(C)cc(C)cc3C)sc2c1,100.0,-0.4
CCCCCCCCCCCCCCCCCCOC[C@H](COP(=O)([O-])OCC[N+](C)(C)C)OC,101.0&100.0,0&0.1
Oc1c(C(c2ccc(Cl)cc2Cl)N2CCN(Cc3ccccc3)CC2)sc2nc(-c3ccco3)nn12 (stereo not given),107.0,0.2
CN1C(=O)/C(=C(/C#N)C(N)=O)c2ccccc21,102.0,-0.1
Brc1ccc(N=Cc2ccc3c(c2)OCCO3)cc1,104.0,0.3
CS(=O)(=O)N(Cc1ccccc1)c1ccccc1C(=O)Nc1cccc(Br)c1,81.0,-2
Cc1nn(C(=O)c2ccc(Br)cc2)c(C)c1Sc1ccccc1,101.0,-1.1
Cc1ccc(C=C2C(=O)OC(C)(C(C)(C)C)OC2=O)o1 (stereo not given),101.0,0.1
O=c1[nH]c(=S)[nH]c(O)c1N=Nc1ccc(S(=O)(=O)N2CCc3ccccc32)cc1,107.0,1
COc1cc2c(=O)n(CCc3ccccc3)c(=O)n(CC(=O)Nc3ccccc3)c2cc1OC,105.0,-0.8
Cc1ccc2nc(C(C)O)[nH]c2c1 (stereo not given),97.0,-1.8

2 records picked at random from those above:
compound,Polio RdRp inh,Polio RdRp inh FP z-score
COc1cc2c(=O)n(CCc3ccccc3)c(=O)n(CC(=O)Nc3ccccc3)c2cc1OC,105.0,-0.8
COc1ccc(NCC(=O)N/N=C/C2=CCC3CC2C3(C)C)cc1 (stereo not given),101.0,-0.1

The list goes on:
compound,Polio RdRp inh,Polio RdRp inh FP z-score
CC(C)N(CCC#N)C(=S)Nc1ccc(S(=O)(=O)N2CCCCC2)cc1,103.0,0.3
CCC(O)c1ccc2c(=O)c(-c3ccccc3F)coc2c1 (stereo not given),98.0,-0.4
O=C1C=C(Nc2ncn[nH]2)CC(c2cccs2)C1 (stereo not given),104.0,0.9
Cc1nc(N)[nH]c(=O)c1Br,105.0,1
COc1cccc(CNC(=O)CCc2nnc3n(CC(C)C)c(=O)c4ccccc4n23)c1,100.0,-1.4
CO/C([O-])=N/c1c[n+](-c2ccc(C)cc2)no1,103.0,-0.2
CCN1CCN(C(=O)CS(=O)Cc2nc(-c3ccccc3)oc2C)CC1 (stereo not given),102.0,0
CS(=O)(=O)c1ccccc1-c1nnc(NC(=O)C2CCCCC2)o1,107.0,1.6
C=CCNC(=O)c1c(N)n(CCN2CCOCC2)c2nc3ccccc3nc12,96.0,-0.6
CCCCNC(=O)c1c[nH]c2ccc(C)cc2c1=O,102.0,0
O=C(CN1CCN(S(=O)(=O)c2cccs2)CC1)Nc1ccccc1Oc1ccccc1,103.0,0
CCOc1ccc(/C=C/c2nc3ccccc3n2S(=O)(=O)c2cccc(Cl)c2)cc1,107.0,-0.4
CC(=O)NC(c1ccccc1)n1nnc2ccccc21 (stereo not given),101.0,0.6
CCOC(=O)c1cc(-c2ccc(S(=O)(=O)N(C)CCCc3ccco3)s2)on1,101.0,0.2
COc1ccc2c(c1)c1c(c(=O)n(Cc3ccccc3)c(=O)n1CC(=O)Nc1ccccc1OC)n2C,104.0,-0.8
O=C(OCC(=O)N1CCCC1)c1ccco1,99.0,-0.8
N#CC(C#N)=NNc1ccc(SC(F)F)cc1,95.0,-0.5
O=C(c1cccs1)C1C2C(=O)C3OCC(O3)C12 (stereo not given),102.0,0
O=C(NCc1ccc2c(c1)OCO2)c1ccc2c(c1)C(=O)N(C1CCCCC1)C2=O,100.0,-0.6
C(=C\c1ccccc1)/CNc1ccc(N2CCOCC2)cc1,102.0,0.1

(next part)
compound,Polio RdRp inh,Polio RdRp inh FP z-score
CC1=C(c2ccc(C)c(C)c2)S(=O)(=O)NC1=NCc1ccccc1Cl,107.0,-0.1
O=C(Cc1csc2ccccc12)NCc1ccccc1F,103.0,-1.2
CCCN1CCSC1=Nc1ccccc1F,105.0,0.4
CC(=O)OCc1ccccc1Sc1ccccc1C(=O)NCc1ccccc1,104.0,0.2
O=C(O)CCCn1cnc2sc3c(c2c1=O)CCCC3,102.0,0
Cc1nc(=O)c(-c2ccccc2)c(C)n1CC1CCCO1 (stereo not given),103.0,0.1
O=C(NCCc1nnc2ccc(N3CCCC3)nn12)c1ccccc1,102.0,0.4
CCn1c(=O)n(CC)c2cc(NC(=O)CSc3nc4ccccc4[nH]3)ccc21,100.0,-0.9
Cc1ccc(CN2CCC(CNS(=O)(=O)c3cc(-c4cc(C)no4)ccc3C)C2)cc1 (stereo not given),101.0,0.1
CSCCC(=O)Nc1cc(S(C)(=O)=O)ccc1Cl,104.0,0.2
O=C(NCc1cccnc1)c1cnn2c(C(F)F)cc(-c3ccccc3)nc12,101.0,-0.1
N#Cc1ccccc1NC(=O)COC(=O)c1ccccc1,101.0,0
CC(C)(C)c1ccc(OCCC(=O)Nc2ccc(N3CCOCC3)cc2)cc1,101.0,-0.2
O/N=C/c1ccc2ccccc2c1,106.0,0.3
CNC(=O)CN(c1ccccc1)S(=O)(=O)c1ccc(OC)cc1,98.0,-0.4
O=C(CSc1c2c(nc3ccccc13)CCC2)Nc1ccc(F)cc1F,96.0,-1.5
CN1CCSc2ccc(C(=O)NCc3ccc4c(c3)OCO4)cc21,101.0,0
COC(=O)CSc1ncnc2c1cnn2-c1ccccc1,105.0,1.9
COc1ccc(OC)c(S(=O)(=O)NCc2ccc3c(c2)CCN3C(=O)c2cccc(C)c2)c1,110.0,0.7
CCOC(=O)C(=NCc1ccco1)NNc1cccc(C(F)(F)F)c1,106.0,0.5

Other records:
compound,Polio RdRp inh,Polio RdRp inh FP z-score
C1=Cc2nonc2C2C=C(c3ccccc3)N=C12 (stereo not given),52.0,-6
CCOC(=O)c1cn(Cc2ccc(Cl)cc2Cl)c2cc(C)nn2c1=O,102.0,-0.1
Nc1cc2ccccc2cc1C(=O)O,52.0*,-5.3*
COc1ccc(O)c(C=Nc2ccc3c(c2)OCO3)c1,102.0,0.2
O=C(c1ccco1)N1CCN(C(=O)C2CCN(c3nc4ccccc4n3Cc3ccc(F)cc3)CC2)CC1,101.0,-0.5
Cn1ccsc1=NC(=O)/C=C/c1ccccc1F,104.0,0.1
Fc1ccccc1N1CCN(c2nnc(C(F)(F)F)c3nnn(Cc4ccccc4)c23)CC1,102.0,-1
CC(C)CC(=O)OCc1cc(=O)n2nc(C3CCCCC3)sc2n1,103.0,-0.7
Cc1ccc(N2C(=O)C3C4C=CC(CNC(=O)OCc5ccccc5)(O4)C3C2=O)cc1 (stereo not given),101.0,-0.3
CCOC(=O)c1c(S(=O)(=O)N(C)c2ccc(C)cc2)c(C)n(C)c1C,101.0,0
COC(=O)c1sccc1N,104.0,0.7
Cc1cc(C)c(NC(=O)c2cn3c4c(c(N5CCN(C)CC5)c(F)cc4c2=O)OCC3C)c(C)c1 (stereo not given),99.0,-0.6
CCc1cccc(CC)c1NC(=O)c1cc(S(=O)(=O)N2CCc3ccccc32)cn1C,105.0,-0.2
CCOc1cc(C(=O)N2CC(=O)Nc3ccc(F)cc3C2c2ccccc2)cc(OCC)c1OCC (stereo not given),104.0,0
O=C(CN1CCN(Cc2ccccc2Cl)S1(=O)=O)Nc1ccccc1,103.0,0.3
CCN1/C(=C/C=C2/C(=O)N(C)C(=S)N2C)Oc2ccccc21,133.0,5.4
COC(=O)CN(Cc1ccccc1)S(=O)(=O)c1ccc(F)cc1,101.0,-0.2
O=C(COc1ccccc1)NCCSC1CCCCC1,98.0,-1
Cc1nnc(NC(=O)c2ccc3c(c2)C(=O)N(Cc2cccnc2)C3=O)s1,98.0,-1.3
O=C(Oc1cc(=O)oc2c1c(=O)n1c3c(cccc23)CC1)c1ccc(F)cc1,99.0,-0.3

Next section:
compound,Polio RdRp inh,Polio RdRp inh FP z-score
Cc1cccc(NC(=O)c2c(NC(=O)c3ccccc3)sc3c2CCC3)c1,104.0,0.2
O=C(Cn1cnc2sc3c(c2c1=O)CCCC3)NCCC(=O)N1CCN(c2ccc(F)cc2)CC1,104.0,0.3
CC(C)(C)C(=O)N(Cc1ccccc1)c1ccccn1,101.0,0.1
CCn1cc(CNC)c(C)n1,102.0,0
CCOc1ccc(-c2cc(OC(=O)c3ccccc3)c3c(C)oc(C)c3c(=O)c2)cc1,114.0,2.1
Cc1cc(C)[n+](CC(O)CCl)n1CC(O)CCl (stereo not given),103.0,0.6
Cc1ccc(CN2C(=O)/C(=C\c3ccc(C(=O)NCc4cccnc4)cc3)Oc3ccccc32)cc1,103.0,0.7
O=c1c2ccccc2nc2n1CCC2O (stereo not given),100.0,-0.1
O=C(CCc1c[nH]c2ccccc12)OCC(=O)c1cc2c3c(c1)CC(=O)N3CCC2,105.0,0.6
COc1ccccc1CNC(=O)C(=O)NCC(c1cccs1)S(=O)(=O)c1ccccc1 (stereo not given),107.0,-0.1
O=C(COc1nncc2ccccc12)NCCC1=CCCCC1,104.0,0
CN1C(=O)C(C)(C)c2cc(S(=O)(=O)NCC3CCC(C(=O)N4CCCC4)CC3)ccc21 (stereo not given),105.0,1.5
COC(=O)/C(C#N)=C/c1cc(C)n(CC(C)C)c1C,104.0,0
Cc1ccc(C2=NC(C(F)(F)F)(C(F)(F)F)N=C(c3ccco3)O2)cc1,104.0,0.9
CCCOc1ccc(C(=O)NCC2CCCO2)cc1 (stereo not given),104.0,0.9
COc1ccc(C2(N3CCC4(CC3)OCCO4)C(=O)c3ccccc3C2=O)cc1,102.0,0.8
COC(=O)C(C)Oc1cc(O)c2c(=O)cc(-c3ccccc3)oc2c1 (stereo not given),99.0,-0.3
CC(C)N(Cc1ccccc1)C(=O)Cn1c(=O)cnc2ccccc21,96.0,-0.3
COc1ccc(C2(CNC(=O)c3ccco3)CCOCC2)cc1,78.0*,-4.3*
O=C(NCC1CCCCC1)C1CCCN(c2ncccn2)C1 (stereo not given),107.0,1.9
Cn1c(=O)c2c(NCc3ccccc3)cc(=O)n(C)c2n(C)c1=O,102.0,0.2

Screening data (PubChem)
